# Source: PubChem (several laboratories)
# FXIIa inh – blocks human coagulation factor XIIa protease activity; purified FXIIa, Boc-QGR-AMC fluorogenic substrate, 2 h; inhibition, % at 5 µM; 220,000 tested, 0.3% active; AID 800; in the data active = inhibition above about 40%;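 note: 0% = enzyme with no compound and 100% = blank without enzyme; many of its hits are not listed in these tables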
# FXIa inh 1536 – blocks human coagulation factor XIa protease activity; 220,000 tested, 0.14% active; inhibition, % at 5 µM; purified FXIa, Boc-Glu-Ala-Arg-AMC fluorogenic substrate; P03951;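 active = inhibition of at least 40%; inactive = inhibition below 40%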;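 note: fluorescence of freed AMC excited at 355 nm; 0% = enzyme without compound and 100% = no enzyme blank; many of its hits are not listed in these tables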
# Wee1 stabilizer – blocks degradation of human Wee1 kinase | P30291 | HeLa Luc-Wee1K328M stability, luciferase luminescence; 100% = proteasome inhibitor MG132 effect | reporter increase, % at 5 µM | 220,000 tested, 1.2% active;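 active = activation above the mean of all tested compounds plus 3 SD, set per screening run, cut at about 8.8% in these data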;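 note: cells exposed to compound for 20 h before luminescence read; 0% = DMSO alone and 100% = MG132 at 30 µM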
# Target sequence (P30291 whole entry K328M): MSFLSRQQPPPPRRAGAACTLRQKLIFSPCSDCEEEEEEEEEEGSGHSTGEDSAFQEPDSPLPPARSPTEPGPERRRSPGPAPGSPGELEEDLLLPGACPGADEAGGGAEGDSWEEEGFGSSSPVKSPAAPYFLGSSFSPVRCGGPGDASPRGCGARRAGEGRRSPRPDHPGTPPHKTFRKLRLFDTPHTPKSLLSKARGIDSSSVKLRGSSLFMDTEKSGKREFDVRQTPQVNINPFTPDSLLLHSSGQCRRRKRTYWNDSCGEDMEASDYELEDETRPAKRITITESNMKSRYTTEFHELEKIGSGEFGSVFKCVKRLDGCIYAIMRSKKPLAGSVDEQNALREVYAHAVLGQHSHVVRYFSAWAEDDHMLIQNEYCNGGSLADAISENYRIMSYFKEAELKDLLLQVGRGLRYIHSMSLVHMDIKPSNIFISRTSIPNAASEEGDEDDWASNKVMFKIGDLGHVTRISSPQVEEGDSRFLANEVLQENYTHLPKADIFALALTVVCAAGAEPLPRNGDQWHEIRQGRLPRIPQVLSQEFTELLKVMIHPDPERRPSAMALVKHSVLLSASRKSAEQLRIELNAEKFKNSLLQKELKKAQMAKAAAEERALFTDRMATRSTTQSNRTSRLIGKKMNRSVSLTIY
# EP2 antag – EP2 receptor (human) inhibition; AID 1422; C6 glioma cells expressing human EP2, cAMP TR-FRET; cells stimulated with saturating PGE2; 260,000 tested, 0.52% active; inhibition, % at 25 µM; P43116;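 active = percent inhibition above 40 after rounding to a whole number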;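 note: rat C6 glioma host cells with rolipram phosphodiesterase inhibitor present; the protocol text gives 20 µM as final concentration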
# Target sequence (P43116 whole entry, looked up): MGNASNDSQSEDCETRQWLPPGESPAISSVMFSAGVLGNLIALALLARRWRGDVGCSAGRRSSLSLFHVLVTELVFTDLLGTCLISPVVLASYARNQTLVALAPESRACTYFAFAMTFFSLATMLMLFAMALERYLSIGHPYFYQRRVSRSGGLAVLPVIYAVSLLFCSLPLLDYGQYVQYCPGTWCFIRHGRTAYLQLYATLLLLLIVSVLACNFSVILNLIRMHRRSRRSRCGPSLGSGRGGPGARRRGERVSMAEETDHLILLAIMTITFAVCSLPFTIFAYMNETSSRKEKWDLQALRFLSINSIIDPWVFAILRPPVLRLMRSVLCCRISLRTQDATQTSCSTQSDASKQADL
# PPC-1+TRAIL kill – compounds killing PPC-1 cancer cells with TRAIL present (potentiator screen, no TRAIL-free arm). AID 1443. PPC-1 cells + TRAIL, ATPLite viability luminescence. 220,000 tested, 0.41% active. cell killing (% activity), % at 4 µM;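 active = cell killing above 50% in the first pass at 4 µM, then a duplicate retest at 5 µM averaging 50% or more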;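 note: plate controls were cells with TRAIL plus DMSO for no effect and medium-only wells lacking cells for full effect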
# CHOP inhibitor – CHOP inhibition in unfolded protein response. CHO-K1 CHOP-promoter luciferase, tunicamycin-induced, 15-18 h. inhibition, % at 10 µM. 220,000 tested, 3.8% active. AID 2732;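 active = compounds that reduced the stress-induced luciferase reporter signal by more than about 70% of percent inhibition, limit read from the data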;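 note: 0% = tunicamycin plus vehicle and 100% = wells without tunicamycin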
# L929 necroptosis – L929 zVAD cell death inhibition; L929 zVAD necroptosis rescue, ATP luminescence, 24 h; with zVAD 60 µM; viability rescue, % at 10 µM; 220,000 tested, 0.38% active; AID 1377;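 active = activation, scaled between plate controls, above about 75%, limit read from the data; inactive = activation under that limit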;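 note: 0% = zVAD with DMSO and 100% = DMSO alone without zVAD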
# Tb hexokinase – blocks Trypanosoma brucei hexokinase 1 activity; recombinant TbHK1, G6PDH-coupled NADH A340; inhibition, % at 10 µM; 220,000 tested, 0.11% active;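 active = inhibition of 50% or more in the single-dose primary screen; inactive = inhibition below 50%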
# TNF death inh – inhibitors of TNF-alpha induced necroptosis in Jurkat FADD-/- cells; 220,000 tested, 0.068% active; activation (protection from cell death), % at 10 µM; AID 463075; Jurkat FADD-/- TNF necroptosis rescue, ATP luminescence, 24 h; 0 = TNF only, 100 = no-TNF cells;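 active = activation, meaning protection from cell death, of at least 50% relative to plate controls; inactive = activation below 50%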;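 note: necroptosis triggered by 40 ng/mL TNF-alpha added together with compound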
# * marks the source's active call; other numbers are inactive results; . = not tested or not shown. Not all compounds are listed, so the mix of outcomes need not match the whole.
# The opening 12 compounds, to show the layout:
SMILES,FXIIa inh,FXIa inh 1536,Wee1 stabilizer,EP2 antag,PPC-1+TRAIL kill,CHOP inhibitor,L929 necroptosis,Tb hexokinase,TNF death inh
CCOc1ccccc1OCC(=O)NCc1ccco1,-18,-7,0,12,5,77*,-0.8,8,-2.9
O=C(O)c1ccc(S(=O)(=O)NC2CC2)cc1,6,-2,0,5,-7,-17,1.0,-8,0.9
O=C1OC(NC(=O)c2ccccc2)C(n2cc(CO)nn2)=C1Cl (stereo not given),18,4,0,7,24,-46,-0.1,-7,-1.5
CCC(C)c1ccccc1OCCOCCN1CCCC1 (stereo not given),6,2,-3,12,31,36,0.4,14,1.2
c1ccc(Cc2cc[n+](Cc3ccccn3)cc2)cc1,7,2,5,9,-7,-7,0.5,12,-0.9
CCNc1nc(NCC)n2c(SCC(=O)NC34CC5CC(CC(C5)C3)C4)nnc2n1,9,1,0,9,-21,12,0.7,-2,1.6
O=C(CNS(=O)(=O)c1ccc(F)cc1)Nc1ccc(C(F)(F)F)cc1,13,2,-3,3,14,64,-0.2,-1,0.0
CCCn1nc(NC(=O)c2ccccn2)c2cc3cc(C)ccc3nc21,-7,0,0,4,19,33,-1.5,-20,-1.3
CCc1c(O)cc2n(c1=O)-c1ccccc1C2(C)C,11,0,0,16,-8,7,0.8,5,-1.3
CN(C)c1ccc(C=NCCc2ccc(S(N)(=O)=O)cc2)cc1,2,0,0,8,12,8,-0.5,-33,-0.6
CC[C@H](C)[C@@H](NC(=O)O[C@@H]1C(=O)c2cc(OC)ccc2O[C@H]1c1ccc(OC)c(Br)c1)C(=O)OC,6,1,-1,7,-5,24,3.9,-1,-0.8
O=c1c(-c2ccccc2)cnc2n1CCS2,-2,0,3,9,-4,18,1.8,-3,0.4

# All compounds of this part, from the start:
SMILES,FXIIa inh,FXIa inh 1536,Wee1 stabilizer,EP2 antag,PPC-1+TRAIL kill,CHOP inhibitor,L929 necroptosis,Tb hexokinase,TNF death inh
CCOc1ccccc1OCC(=O)NCc1ccco1,-18,-7,0,12,5,77*,-0.8,8,-2.9
O=C(O)c1ccc(S(=O)(=O)NC2CC2)cc1,6,-2,0,5,-7,-17,1.0,-8,0.9
O=C1OC(NC(=O)c2ccccc2)C(n2cc(CO)nn2)=C1Cl (stereo not given),18,4,0,7,24,-46,-0.1,-7,-1.5
CCC(C)c1ccccc1OCCOCCN1CCCC1 (stereo not given),6,2,-3,12,31,36,0.4,14,1.2
c1ccc(Cc2cc[n+](Cc3ccccn3)cc2)cc1,7,2,5,9,-7,-7,0.5,12,-0.9
CCNc1nc(NCC)n2c(SCC(=O)NC34CC5CC(CC(C5)C3)C4)nnc2n1,9,1,0,9,-21,12,0.7,-2,1.6
O=C(CNS(=O)(=O)c1ccc(F)cc1)Nc1ccc(C(F)(F)F)cc1,13,2,-3,3,14,64,-0.2,-1,0.0
CCCn1nc(NC(=O)c2ccccn2)c2cc3cc(C)ccc3nc21,-7,0,0,4,19,33,-1.5,-20,-1.3
CCc1c(O)cc2n(c1=O)-c1ccccc1C2(C)C,11,0,0,16,-8,7,0.8,5,-1.3
CN(C)c1ccc(C=NCCc2ccc(S(N)(=O)=O)cc2)cc1,2,0,0,8,12,8,-0.5,-33,-0.6
CC[C@H](C)[C@@H](NC(=O)O[C@@H]1C(=O)c2cc(OC)ccc2O[C@H]1c1ccc(OC)c(Br)c1)C(=O)OC,6,1,-1,7,-5,24,3.9,-1,-0.8
O=c1c(-c2ccccc2)cnc2n1CCS2,-2,0,3,9,-4,18,1.8,-3,0.4
COC(=O)NNC(=S)Nc1cc(OC)ccc1OC,17,7,0,1,-10,-2,0.9,-2,1.4
O=C(C[n+]1cnn(CC(=O)c2ccc(Cl)cc2Cl)c1)c1ccc([N+](=O)[O-])cc1,7,4,-1,11,18,11,1.0,-4,-0.8
O=C(NCCN1CCOCC1)c1ccc(=O)n(Cc2ccc(Cl)cc2)c1,4,-2,0,5,-10,8,0.3,0,1.4
C/C(Cl)=C\Cn1c(Nc2ccc(C)cc2)nc2c1c(=O)n(C)c(=O)n2C,13,3,-1,12,35,51,-0.3,2,-1.5
CN(C)C(=O)/C(=C\c1ccc(-c2cccc([N+](=O)[O-])c2)o1)NC(=O)c1ccccc1,5,-3,2,4,-10,-4,-0.7,-13,0.1
CCCS(=O)(=O)c1c(S(=O)(=O)CCC)c2ccccn2c1C(=O)OC,-4,-9,-2,4,25,28,0.2,-20,-0.9
COC(=O)C1CCN(C(=O)c2ccccc2Oc2ccccc2)CC1,4,-2,2,2,18,-5,-0.5,5,5.3
CCC(C)N=Cc1c(NCc2ccco2)nc2c(C)cccn2c1=O (stereo not given),-5,1,1,6,13,58,-0.2,-15,-1.9
CC(=O)Nc1ccc2c(CSc3nnc(N)s3)cc(=O)oc2c1,3,5,4,13,32,5,1.3,-46,0.0
Cc1nn(-c2ccccc2)c2c1C(O)n1c(nc3ccccc31)S2 (stereo not given),12,4,-1,6,2,0,-1.2,2,-9.5
O=C1CSC(c2cccs2)N1c1ccccc1 (stereo not given),9,-4,0,8,18,29,0.1,-1,-2.4
CCc1c(SCCC(=O)O)nc2ccccc2c1C,5,-2,1,13,12,10,5.3,-8,-0.2
COc1ccc(S(=O)(=O)Nc2ccc3c(c2)OCO3)cc1C(=O)O,-15,-7,2,6,3,41,2.6,0,0.9

# The list continues.
SMILES,FXIIa inh,FXIa inh 1536,Wee1 stabilizer,EP2 antag,PPC-1+TRAIL kill,CHOP inhibitor,L929 necroptosis,Tb hexokinase,TNF death inh
COc1ccccc1C(=O)OCC(=O)Nc1ccccc1OC(F)F,7,-2,-3,9,13,12,0.1,6,1.5
CCOc1cc(CNC2CCCC2)cc(Cl)c1OCc1ccccc1,12,5,-1,17,5,67,5.1,13,-12
FC(F)(F)c1ccc(Cl)c(NC(=S)N/N=C/c2ccccc2C(F)(F)F)c1,10,7,-2,7,25,8,0.0,3,0.6
N#CC1=C(N)Oc2nc(-c3ccccc3)[nH]c2C1c1cccnc1 (stereo not given),-3,-8,-2,15,-14,3,-0.3,-3,-3.0
CC(c1ccco1)N(C(=O)c1ccc(C(F)(F)F)cc1)c1ccccn1 (stereo not given),9,-1,-1,14,25,8,0.7,6,1.2
CC(C)c1cc(C(=O)N/N=C/c2cccnc2)cs1,10,8,2,6,11,27,0.5,3,0.1
O=C(O)CSc1nc(-c2ccccc2)nc2c1CCCC2,12,7,-1,12,9,4,0.0,-5,3.3
CCOC(=O)CNS(=O)(=O)c1cc(-c2n[nH]c(=O)c3ccccc23)ccc1C,10,2,-1,28,3,-2,0.5,3,0.2
O=C(CCc1ccccc1)N1CCN(c2ccccn2)CC1,2,5,1,9,-1,44,0.8,29,0.5
Cc1cc(C)c(C#N)c(SC(F)F)n1,14,1,2,7,13,24,-0.1,-1,-0.9
CCOC(=O)C1=C(C)NC(=O)NC1c1ccc(OCC(N)=O)cc1 (stereo not given),7,-2,-2,13,1,0,-0.4,16,-1.5
CCn1c(=O)c(=O)[nH]c2cc(C(=O)N3CCN(Cc4ccc5c(c4)OCO5)CC3)ccc21,13,2,-2,7,3,0,0.7,-2,-0.6
O=C(Nc1cccnc1)c1ccc(Br)s1,5,4,2,9,30,10,0.2,0,-4.7
CCOc1cc2[nH]c(=O)n(CCCCC(=O)NC3CCCCCC3)c(=O)c2cc1OCC,11,1,-2,5,4,28,-0.4,2,-4.2
O=C(O)C1C2C=CC(O2)C1C(=O)Nc1ccc2c(c1)OCCO2 (stereo not given),5,-14,-2,8,24,39,0.8,2,0.1
COc1ccc(NC(C)C(=O)Nc2ccc(C#N)cc2)cc1Cl (stereo not given),-4,1,2,9,25,15,-0.6,-7,5.5
COc1ccccc1C(=O)C(O)c1ccccc1OC (stereo not given),3,-6,-1,15,11,14,0.0,3,-0.8
COc1ccc(Br)cc1S(=O)(=O)Nc1cccc(C)n1,5,-4,2,10,-8,-12,2.8,-2,1.3
CCCCOc1ccc(-c2nnc(N)s2)cc1,13,5,0,8,-3,0,.,-1,-1.0
COc1ccc(/C=C2/SC(=O)N(CC(=O)NCCC(C)C)C2=O)cc1OC,11,3,1,6,13,100*,57,-13,1.7
N#CCN1CCC/C1=C\[N+](=O)[O-],23,7,0,7,-18,-8,0.5,-79,0.9
Cc1ccc(NS(=O)(=O)c2ccc(NS(=O)(=O)c3cccs3)cc2)cc1,7,-2,11*,8,35,16,-0.2,-2,0.7
Brc1cccc(/C=N/Nc2nn[nH]n2)c1,43*,102*,1,12,-8,-18,0.7,-5,0.3
CCOC(=O)C1=NN(c2ccc(OC)cc2)C(c2ccccc2)CC1=O (stereo not given),9,3,0,11,22,16,-1.0,-8,-1.4
CCCc1cc(=O)n2[nH]c(Cc3ccccc3)nc2n1,-2,-6,0,10,9,35,-0.2,-6,-1.1

# The list continues.
SMILES,FXIIa inh,FXIa inh 1536,Wee1 stabilizer,EP2 antag,PPC-1+TRAIL kill,CHOP inhibitor,L929 necroptosis,Tb hexokinase,TNF death inh
CN=c1scc(C)n1/N=C/c1ccc(O)c(O)c1O,17,7,7,4,6,-57,-0.7,-11,-2.7
N#C/C(=C\c1ccncc1)C(N)=O,8,8,5,10,13,-20,-0.1,4,-0.2
Cc1cc(C)nc(N/N=C/c2cc3c(cc2[N+](=O)[O-])OCO3)n1,3,-2,-1,4,26,27,1.1,-9,1.3
COc1ccc(NC(=O)Cc2c[nH]c3ccccc23)cc1S(=O)(=O)N1CCCCC1,7,2,-2,9,8,7,0.3,4,-1.4
CCOc1cccc2sc(N(CCN(CC)CC)C(=O)c3cccc([N+](=O)[O-])c3)nc12,12,-6,-1,13,19,30,-0.3,0,3.4
CC(CC(=O)NC1CCSC1=O)c1ccccc1 (stereo not given),-4,-13,-2,6,28,27,-0.1,-5,-1.2
CC(C)=C(NC(=O)c1ccccc1)C(N)=O,4,0,-4,10,-4,6,0.4,-5,4.4
CCOc1ccc(C2CC(c3ccc(F)cc3)n3ncnc3N2)cc1 (stereo not given),-3,-3,2,9,-17,-1,.,0,0.1
CC(C)(C)C(=O)NC(=S)N1CCc2ccccc21,12,-3,1,4,21,-16,1.2,-23,-0.4

# Compound profiles, from the list above.
# CN=c1scc(C)n1/N=C/c1ccc(O)c(O)c1O is listed with FXIIa inh: 17; FXIa inh 1536: 7; Wee1 stabilizer: 7; EP2 antag: 4; PPC-1+TRAIL kill: 6; CHOP inhibitor: -57; L929 necroptosis: -0.7; Tb hexokinase: -11; TNF death inh: -2.7
# Cc1cc(C)nc(N/N=C/c2cc3c(cc2[N+](=O)[O-])OCO3)n1 is listed with FXIIa inh: 3; FXIa inh 1536: -2; Wee1 stabilizer: -1; EP2 antag: 4; PPC-1+TRAIL kill: 26; CHOP inhibitor: 27; L929 necroptosis: 1.1; Tb hexokinase: -9; TNF death inh: 1.3
